Screening data from PubChem BioAssay.
eIF4E-4G inh: blocks eIF4E binding to eIF4G; TR-FRET eIF4E-eIF4GI(517-606) binding, 2 h; inhibition, % at 21.7 µM; 220,000 compounds, 0.37% hits; AID 782;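 also: 0% = full FRET control wells and 100% = background wells lacking eIF4GI fragment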
KLK5 inh: inhibitors of human kallikrein 5; AID 873; recombinant hK5, fluorogenic AMC substrate cleavage; inhibition, % at 5 µM; Q9Y337; 210,000 compounds, 0.59% hits;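 active = inhibition of 40% or more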;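 also: 0% = enzyme controls without compound and 100% = no-enzyme blanks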
Target sequence (Q9Y337 67-293 limits assumed): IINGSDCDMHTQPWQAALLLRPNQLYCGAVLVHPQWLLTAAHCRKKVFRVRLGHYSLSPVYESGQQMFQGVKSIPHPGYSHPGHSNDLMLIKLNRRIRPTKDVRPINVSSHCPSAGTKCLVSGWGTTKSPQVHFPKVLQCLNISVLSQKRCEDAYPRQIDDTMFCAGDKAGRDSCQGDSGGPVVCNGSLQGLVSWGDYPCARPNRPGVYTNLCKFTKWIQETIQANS
Furin inh: inhibitors of human furin. purified furin, fluorogenic substrate cleavage. 220,000 compounds, 0.061% hits. inhibition, % at 30 µM. AID 463115. P09958; in the data active = inhibition above about 25%; also: inactives centre near -15
Rad51 HR inh: Rad51 (human) homologous recombination inhibition; hRad51 DNA strand exchange, fluorescence dequenching; inhibition, % at 10 µM; 200,000 compounds, 0.085% hits; AID 1385;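 active = inhibition above 40% at the single screening dose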;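 also: 0% = DMSO control wells and 100% = blanks with heterologous ssDNA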
Target sequence (Q06609 whole entry, looked up): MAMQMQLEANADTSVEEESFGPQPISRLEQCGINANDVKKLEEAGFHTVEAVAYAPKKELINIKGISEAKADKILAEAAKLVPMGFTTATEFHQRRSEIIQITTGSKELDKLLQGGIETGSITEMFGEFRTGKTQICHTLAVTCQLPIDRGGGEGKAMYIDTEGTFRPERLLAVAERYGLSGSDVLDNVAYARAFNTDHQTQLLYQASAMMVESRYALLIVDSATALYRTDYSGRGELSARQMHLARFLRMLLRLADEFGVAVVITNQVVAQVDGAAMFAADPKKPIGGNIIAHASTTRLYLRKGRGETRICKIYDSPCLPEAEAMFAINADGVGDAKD
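material = hRad51 filaments on single-stranded DNA | reagent = Donor/quencher-labelled 47-bp dsDNA substrate | compound = 10 µM final, single point | schedule = strand-exchange reaction 15 min at room temperature | measured by = fluorescein emission 520 nm, excitation 485 nm | read-out basis = % inhibition versus plate control and blank means | benchmarks = plate controls and plate blanks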
14-3-3 Bad PPI: disrupts binding of bovine 14-3-3 zeta to phospho-Bad peptide. P63103. TR-FRET 14-3-3zeta/Dy647-pBad peptide displacement, 1 h. inhibition, % at 21.7 µM. 220,000 compounds, 0.71% hits;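 active = inhibition above about 70%, limit read from the data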;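 also: 0% = full 14-3-3 plus peptide FRET controls and 100% = background without 14-3-3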
Target sequence (P63103 whole entry, looked up): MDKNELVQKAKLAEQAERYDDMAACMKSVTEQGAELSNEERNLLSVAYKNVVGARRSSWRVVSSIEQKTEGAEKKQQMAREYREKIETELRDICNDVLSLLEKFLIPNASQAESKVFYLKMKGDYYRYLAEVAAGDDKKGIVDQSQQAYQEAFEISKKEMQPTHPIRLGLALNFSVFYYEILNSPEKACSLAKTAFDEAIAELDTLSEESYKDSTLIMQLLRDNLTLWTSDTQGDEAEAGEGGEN
thrombin 1536: thrombin (human) inhibition | alpha-thrombin, Boc-VPR-AMC fluorogenic substrate cleavage | inhibition, % at 5 µM | 220,000 compounds, 0.26% hits | AID 1046;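 active = inhibition at or above 40%; inactive = inhibition below 40%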;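 also: 0% = enzyme with no compound and 100% = wells without enzyme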
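Material: human alpha-thrombin enzyme / Medium: pH 7.5 Tris (50 mM) with NaCl 150 mM, Tween 20 0.05% / Compound: single-point dosing at 5 µM, 0.2% DMSO / Incubation: enzyme reaction carried out at room temperature / Detection: AMC fluorescence, 355/460 nm / Read-out basis: percent inhibition scaled between no-compound controls and no-enzyme blanks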
EBV gp42 inh: inhibitors of Epstein-Barr virus glycoprotein 42 | 220,000 compounds, 0.42% hits | Q1HVG2 | Fluorescence polarization binding assay, mP read-out | inhibition, % (tested at 21.74 µM); in the data active = inhibition above about 50%
NCF1 inh: p47phox (human) inhibition; P14598; p47phox/p22phox peptide binding, fluorescence polarization, 2 h; inhibition, % at 24.7 µM; 220,000 compounds, 0.53% hits;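 also: 0% = p47phox with labelled peptide and 100% = labelled peptide alone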
KCC2 mod: modulates chloride dependent transport by human KCC2. Q9H2X9. KCC2 cells, thallium flux FluoZin-2 fluorescence. B-score of Tl+ flux slope (higher = more flux/activation; lower = inhibition) at 10 µM. 190,000 compounds, 2.2% hits. AID 1456;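 active = thallium flux slope and its plate-corrected score both differing from the plate sample mean at a set confidence after two filtering rounds, in either direction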;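 also: slope of fluorescence scaled to starting intensity during 10 to 20 s after thallium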
* = called active by the depositor; nt = no result given; [ ] = remark or other dose.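 The calls were made as follows, unless noted: active = inhibition above about 30% (limit read from the data); inactive = the rest.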 Outcome played no part in choosing rows; overall some 4.7% were active at least once.

eIF4E-4G inh,KLK5 inh,Furin inh,Rad51 HR inh,14-3-3 Bad PPI,thrombin 1536,EBV gp42 inh,NCF1 inh,KCC2 mod,Structure
0,-5,-20,1,-6,-2,-13,-4,1.2,C/C(=N\Nc1ccc(F)cc1F)c1ccc(Br)s1
10,-15,0[20 µM],-3,-2,5,-20,-26,0.57,CC1CCc2c(sc(N)c2C(N)=O)C1 (stereo unspecified)
2,-14,-2,-9,16[fluorescence artefact?],2,-15,-10,0.18,COc1ccc(S(=O)(=O)N(CC(=O)Nc2ccc(S(=O)(=O)N3CCOCC3)cc2)Cc2ccc(F)cc2)cc1
1,-3,-17[20 µM],11,-5,2,-11,-11,-3.2,O=C(Nc1ccn(Cc2ccc(Cl)cc2)n1)c1ccc2c(c1)OCO2
-3,-1,-31,15,-1,-4,-9,6,-1.5,O=C(NCc1nnc(SCC(=O)N2CCc3ccccc32)o1)c1ccco1
2,-11,-8,-3,-5,-4,0,-7,-0.017,COC(=O)[C@@H](N)CS
4,-15,-7[20 µM],17,3,-6,-16,2,3.5,O=C(NCCN=C1NS(=O)(=O)c2ccccc21)c1ccc(S(=O)(=O)N2CCOCC2)cc1
-3,-16,-20,nt,-1,-2,-7,-5,-0.066,Cc1nn(Cc2ccccc2)c(Cl)c1C(=O)NC(C)(C)C
4,-17,-17[20 µM],-8,3,0,-13,-9,nt,Cc1ccc(C(=O)NCCN(C)C)cc1C
3[fluorescence artefact?],-4,-8[20 µM],-11,-6,-2,-6,8,0.11,CN1CCCc2cc(C=O)ccc21
0,0,-15,-5,12,-7,-11,0,-0.011,COc1cccc2c1OCC(CN1CCN(C3CCCCC3)C(CCO)C1)=C2 (stereo unspecified)
4[fluorescence artefact?],-3,5,-2,-3[fluorescence artefact?],4,-19,-19,nt,CCOC(=O)/C=c1\s/c(=C\c2ccccc2OC)c(=O)n1CC(=O)N1CCOCC1
1,5,-18,0,3,-6,7,1,-0.83,CCOc1ccc(Cl)cc1CNc1nnnn1C
-5,-3,-18,-8,-4,-5,1,-2,0.26,Cc1ccc(S(=O)(=O)N2CCOCC2)cc1C(=O)Nc1ccc(S(=O)(=O)Nc2nccs2)cc1
0,-3,-29,-5,3,2,-14,-14,nt,CCc1ccc(NC(=O)Cn2nnc(-c3ccc(C)cc3-n3cnnn3)n2)cc1
-4,-11,11[20 µM],1,1,-1,-14,-7,nt,CCN1CCN(C(=O)CN(C)S(=O)(=O)c2ccc(OC)cc2)CC1
-8,-16,-20[20 µM],0,-3,-9,6,-2,0.79,Nc1c(N2CCCCC2)c(=O)[nH]c(=O)n1-c1ccccc1
11,-1,-20,6,4,-1,-6,4,-0.43,CCC(=O)Nc1cccc(NC(=O)c2ccc3c(c2)OCO3)c1
-3,-16,-20,0,-7,-1,-4,-10,0.48,COc1ccc(C)cc1Nc1nc(-c2c(C)[nH]c3ccccc23)cs1
7[fluorescence artefact?],0,2[20 µM],-3,3,2,-7,1,0.28,Cc1cccc(-n2c(CCN3C(=O)c4ccccc4C3=O)nc3ccccc3c2=O)n1

In a second layout: entries from further up
Every second line gives: eIF4E-4G inh, KLK5 inh, Furin inh, Rad51 HR inh, 14-3-3 Bad PPI, thrombin 1536, EBV gp42 inh, NCF1 inh, KCC2 mod
- Cc1ccc(C(=O)NCCN(C)C)cc1C
→ 4, -17, -17[20 µM], -8, 3, 0, -13, -9, nt
- CN1CCCc2cc(C=O)ccc21
→ 3[fluorescence artefact?], -4, -8[20 µM], -11, -6, -2, -6, 8, 0.11
- COc1cccc2c1OCC(CN1CCN(C3CCCCC3)C(CCO)C1)=C2 (stereo unspecified)
→ 0, 0, -15, -5, 12, -7, -11, 0, -0.011
- CCOC(=O)/C=c1\s/c(=C\c2ccccc2OC)c(=O)n1CC(=O)N1CCOCC1
→ 4[fluorescence artefact?], -3, 5, -2, -3[fluorescence artefact?], 4, -19, -19, nt
- CCOc1ccc(Cl)cc1CNc1nnnn1C
→ 1, 5, -18, 0, 3, -6, 7, 1, -0.83

Later entries
eIF4E-4G inh,KLK5 inh,Furin inh,Rad51 HR inh,14-3-3 Bad PPI,thrombin 1536,EBV gp42 inh,NCF1 inh,KCC2 mod,Structure
4,22,-19,-1,6,-4,-3,-13,nt,CCC(=O)Nc1nc(-c2ccc3c(c2)OCCO3)cs1
-2,5,19[20 µM],0,-2,6,-16,-8,0.53,CCSC1(SCC)N=C(N)C2(C#N)C(c3ccc(F)cc3)C12C#N (stereo unspecified)
-2,nt,-14,nt,-6,-2,4,-2,0.34,CN(Cc1cn(C)nc1-c1ccc(Oc2ccccc2)cc1)Cc1cnc2ccccn12
-1,-4,-23,5,-6,-10,-11,-25,-0.098,CC(NC(=S)Nc1ccccc1OC(F)F)C(C)(C)C (stereo unspecified)
1,0,-17,-12,-20,-7,-15,-12,-1.5,O=C(CSCc1cnn(-c2ccccc2)c1-n1cccc1)NCc1ccccn1
2[fluorescence artefact?],0,-8[20 µM],1,35[fluorescence artefact?],3,0,2,0.21,CN(C)Cc1cc(CN(C)C)c(O)c(CCc2ccccc2)n1
0,-2,-11,3,-4,-4,-2,-6,-0.082,CCN(CC)C(=O)CN(c1cccc(Br)c1)S(C)(=O)=O
13,-9,-11,-8,-20,-6,-12,-14,-0.5,O=C(N/N=C/c1ccc(O)cc1)c1cccc(C(F)(F)F)c1
5,1,-20,9,-7,-4,-21,-2,-0.33,O=C(NCc1ccccn1)c1nc(-c2ccc(C(F)(F)F)cc2)no1
4,0,-15[20 µM],-2,-10,-3,-9,-7,0.32,CCOC(=O)C(Cc1ccccc1)(NC(C)=O)C(=O)OCC
-7,-7,-27,nt,-9,2,9,0,-0.62,C/C(CCc1ccccc1)=N\NC(=O)CC(=O)NCCc1ccccc1
0,3,-18,nt,-11,-10,-9,-8,0.071,Cc1nnc(NC(=O)c2ccc(S(=O)(=O)N3CCOCC3)cc2)s1
1,-17,-13,-2,-14,-2,-20,-9,nt,CCNC(=O)C/C(C)=N/NC(=O)C12CC3CC(CC(C3)C1)C2
-3,-17,-16[20 µM],-1,9,10,-26,-6,-0.16,CCCCOc1ccc(Cl)cc1CSc1nnc(CC)n1N
-5[fluorescence artefact?],-1,-11,-3,-4,-3,-3,-17,-0.62,Cc1cc(C)n(-c2ccc(C(=O)NC3=NCCS3)cc2)n1
-1,-7,-21,-43,-1[fluorescence artefact?],2,-16,-21,-1.4,Nc1ccc(C(=O)OCC(=O)N2c3ccccc3Sc3ccccc32)cc1[N+](=O)[O-]
4,-8,-22,-10,-6,-3,-24,2,0.67,CCN1CCN(c2nc(SC)nc3sc4c(c23)CC(C)(C)OC4)CC1
-2,-13,-21,nt,0,1,-10,-4,0.053,CC(=O)OCC1CCCC2=C(C)C(=O)CCC21COC(C)=O (stereo unspecified)
9,-8,-22,10,-7,-4,-22,-164,-0.04,Cc1cccc2cc(C3CC(c4ccco4)=NN3S(=O)(=O)c3ccccc3)c(Cl)nc12 (stereo unspecified)
1,-2,-30,9,0,-15,-6,-1,-1.1,CCOc1ccc(N2CC(O)(c3ccc(F)cc3)[N+]3=C2CCCC3)cc1 (stereo unspecified)

The listing continues.
eIF4E-4G inh,KLK5 inh,Furin inh,Rad51 HR inh,14-3-3 Bad PPI,thrombin 1536,EBV gp42 inh,NCF1 inh,KCC2 mod,Structure
0,-11,-16[20 µM],0,1,-3,-11,6,0.0039,CC12CCC(c3nnc(SCc4ccc(Cl)cc4)nc31)C2(C)C (stereo unspecified)
3,4,-18[20 µM],3,-16,-4,0,-18,0.6,COc1ccc(NC(=S)N2CCC(c3nc4ccc(Cl)cc4[nH]3)CC2)c(OC)c1
-5,-9,-32,nt,9,2,-3,-12,1.6,CN(C)c1ccc(N2C(=O)CC(Sc3ccccc3C(=O)O)C2=O)cc1 (stereo unspecified)
-2,6,-13,-7,-2,-4,-12,-3,0.17,CCC(=O)NC(=S)Nc1ccc(NC(=O)c2ccc(C)c([N+](=O)[O-])c2)cc1
-19,-2,-30,4,7[fluorescence artefact?],2,-4,1,-0.1,CCOc1ccccc1NC(=O)CSc1nc2cccnc2n1C
6,2,-12,16,-14,8,-7,-2,nt,Brc1ccc(N/N=C(/N=Nc2nn[nH]n2)c2ccccc2)cc1
0,-12,-8,10,3[fluorescence artefact?],-6,2,-8,-0.12,COc1ccc(CCNC(=O)C(C)Sc2ccc(C)cc2)cc1OC (stereo unspecified)
3[fluorescence artefact?],10,-7[20 µM],-5,57,-4,2,-2,nt,CC(C)(C)NCCOc1ccc(Br)cc1
8,11,-22[20 µM],-10,14,0,5,-12,nt,COC(=O)c1cc2cc(NS(=O)(=O)c3ccc(C)cc3)ccc2s1
4,1,-21,4,-20,3,-6,3,-0.046,O=C(Nc1ccnc(-c2ccncc2)n1)c1cccs1
1,37,-22[20 µM],1,5,12,8,-7,0.4,O=C(CN1CCC(n2nnc3cc(F)ccc32)CC1)Nc1ccc2c(c1)CCC2
-2,-9,-12,nt,-15,1,-13,-1,0.56,N#Cc1ccc(NC(=O)COC(=O)C2Cc3ccccc3CN2C(=O)c2ccccc2)cc1 (stereo unspecified)
1,-5,-35,-10,-9,7,-10,-8,-0.73,O=C(NCCCN1CCOCC1)c1sc2cc(Cl)ccc2c1Cl
-3[fluorescence artefact?],-15,-20,nt,30[fluorescence artefact?],1,-1,-14,0.075,CCOC(=O)c1[nH]nc2c1C(=O)N(CC)C2=O
-2,1,-23,nt,0,-1,-18,-12,0.17,Cc1ccc(N2NC(=O)/C(=C/c3ccc(-c4ccc(Cl)c(C(=O)O)c4)o3)C2=O)cc1C
20,-11,-12,-31,8,-9,-15,-2,-5.8*,Cc1ccccc1NCC(=O)N/N=C/c1ccc([N+](=O)[O-])cc1
1,-2,-35,0,-5,-5,-4,-10,0.61,CC1(C)C(=O)OC(c2cccc([N+](=O)[O-])c2)C2(CCCCC2)C1=O (stereo unspecified)
-4,-21,-8,-3,14,-10,-24,-4,-1.6,O=C(CSc1nnc(COc2ccccc2)o1)NCCc1ccccc1
10,-7,-4,-1,19[fluorescence artefact?],-2,-11,-10,0.47,N#Cc1c(NC(=O)CSCC(=O)O)sc2c1CCCC2
